12-LOX inh: Primary qHTS assay for inhibitors of human arachidonate 12S-lipoxygenase (ALOX12): Round 2; Potency, µM (top dose mostly 108 µM), without a hit: top-dose activity change, negative = inhibition, actives largely listed as inhibitors; hit rate 1.1% among 580,000; AID 1671190, 2021; purified 12hLO, xylenol orange hydroperoxide absorbance; active = well fitted inhibition curve with a large enough effect; inconclusive = small, poorly fitted or top-dose-only effect, or another doubt; inactive = no such curve, though single readings can be large or run the other way
Target sequence (P18054 whole entry, looked up): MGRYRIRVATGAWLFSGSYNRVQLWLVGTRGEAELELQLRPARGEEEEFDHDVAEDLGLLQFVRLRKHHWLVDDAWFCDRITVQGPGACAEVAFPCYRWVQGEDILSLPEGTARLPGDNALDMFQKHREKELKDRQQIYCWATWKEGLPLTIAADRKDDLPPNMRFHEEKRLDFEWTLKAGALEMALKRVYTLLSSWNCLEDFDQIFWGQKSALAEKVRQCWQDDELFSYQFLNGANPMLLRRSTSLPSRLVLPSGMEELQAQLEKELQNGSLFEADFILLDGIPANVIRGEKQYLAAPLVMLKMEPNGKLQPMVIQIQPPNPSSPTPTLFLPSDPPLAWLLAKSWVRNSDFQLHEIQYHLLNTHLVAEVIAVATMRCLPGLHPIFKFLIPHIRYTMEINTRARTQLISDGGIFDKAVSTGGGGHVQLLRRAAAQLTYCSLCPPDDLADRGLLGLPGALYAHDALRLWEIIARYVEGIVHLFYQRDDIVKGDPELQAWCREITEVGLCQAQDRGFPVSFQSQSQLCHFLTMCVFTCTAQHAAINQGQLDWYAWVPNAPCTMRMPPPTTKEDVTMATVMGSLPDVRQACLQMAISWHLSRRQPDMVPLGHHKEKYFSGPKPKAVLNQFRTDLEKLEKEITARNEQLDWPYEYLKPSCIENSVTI
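Hydroperoxide product was detected by ferrous iron/xylenol orange as the 573 to 405 nm absorbance ratio. Arachidonic acid at 40 uM (final) was turned over for 30 min at room temperature by 150 nM human 12hLO, pH 7.0 Hepes buffer, after 15 min compound preincubation.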
Starred values were filed as active, the others as inactive; ? = inconclusive; & = joins results of further samples; [ ] = dose if it differs, or a comment. % is set by controls: 0 for no effect and ±100 for the full control effect; potency is the fitted concentration of half-maximal effect. These rows are one share of the data; count on the stated rates, not on these rows.

SMILES | 12-LOX inh
CN(C)C[C@H]1O[C@@H](CO)[C@@H](O)[C@H]1N1CCCC1 | 47%[176 µM]
CN(Cc1ccccc1)C(=O)[C@@H]1Cc2nc[nH]c2CN1C(=O)CCC(=O)O | -3%[176 µM]
O=C(c1cccc(Cl)c1)N1CCn2c(nn(-c3ccc(F)cc3)c2=O)C1 | 34%[activator]
COCCOCC(=O)N1CC[C@H]2C(=O)NCCCCCCN(Cc3ccncc3)[C@@H]2C1 | 115%[activator]
CC(C)CCN1CC2(CCCN(S(=O)(=O)N3CCOCC3)C2)CCC1=O (centres undefined) | 1%
COCC(=O)Nc1cc(C(=O)N2CCN(C)C(c3ccccc3)C2)c2c(c1)nc(-c1ccncc1)n2C (centres undefined) | 18%
COc1ccc(-c2cnc(NC(=O)Cc3ccccc3)c3c2CCO3)cn1 | -5%[176 µM]
O=C(Cc1ccccc1)N1CCC2(CC1)CNS(=O)(=O)c1cccnc1O2 | -2%[6.33 µM]
O=C(c1cccnc1)N1CCC2(CC1)N=C(c1ccc(Cl)cc1)NO2 | 9%
COc1ccc(-c2nc3c(c(=O)[nH]2)CCN(S(=O)(=O)c2cccs2)C3)cc1 | 9%

The final two compounds of the section before come first, to join the parts:
SMILES | 12-LOX inh
O=C(c1cccnc1)N1CCC2(CC1)N=C(c1ccc(Cl)cc1)NO2 | 9%
COc1ccc(-c2nc3c(c(=O)[nH]2)CCN(S(=O)(=O)c2cccs2)C3)cc1 | 9%
CCCN1C(=O)NC(CC(=O)NCc2c(C)ncc3c2CCNC3)C1=O (centres undefined) | 41%[activator]
COc1ccccc1Oc1c(CCC(=O)NCc2ccccc2)c(C)nn1-c1ccc(F)cc1 | 23%
c1ccc(-c2nc(-c3ccncc3)no2)c(OC2CCNC2)c1 (centres undefined) | ?
O=C(Cc1ccccc1)N1O[C@H]2C=C[C@@H]1C2 | -12%
CC1(c2ccccc2)N(Cc2ccccc2C#N)C(=O)OC12CCN(C(=O)COc1ccccc1)CC2 (centres undefined) | 1%
Cn1nccc1C(=O)N1CC(c2ncc3c(-c4ccccc4)nccn23)C1 | 18%[176 µM]
CN(C)C[C@@H]1CN(c2ncccn2)C[C@H]1NC(=O)c1ccncc1 | 91%[activator]
CN1C(=O)CS(=O)(=O)C12CCN(C(=O)CC(C)(C)C)CC2 | 43%[activator]
CCCNC(=O)N(C1CCOCC1)C1CCN(C(=O)Cc2ccccc2F)CC1 | 23%
O=C1CCN(Cc2cccnc2)CCCC(C(=O)NCCN2CCOCC2)CCN1 (centres undefined) | 62%[activator]
C=CCN=C1NC(c2cccc(Cl)c2)C(C(=O)OC)=C(C)N1C (centres undefined) | -30%
CCc1noc(-c2cccn3c(CNC(=O)c4cc5ccccc5[nH]4)nnc23)n1 | 50%[activator]
COCC(=O)NC[C@@H]1C=C(C)[C@H](Cc2nc3ccc(C)cc3[nH]2)C[C@H]1C(C)C | 71%[activator][176 µM]
CC(C)(C)CC(=O)N1CCC(N2C(=O)C3(CCCCC3)C2c2ccncc2)CC1 (centres undefined) | 51%[activator]
CCCCOc1ccc(C(=O)N2CCC(c3n[nH]c(=O)n3-c3ccc(C)cc3)CC2)cc1 | 7%
CCN1CCC2(Cc3ccccc3CN(C(=O)c3cccc(Cl)c3)C2)C1 (centres undefined) | ?
O=C(c1c[nH]c2ncccc12)N1CCOCC1 | 28%[176 µM]
COc1cc(=O)n2c(c1C(=O)Nc1cc(C(F)(F)F)ccc1Cl)CCCC2 | 43%[activator]
CCC(c1nc(-c2cccnn2)no1)n1cc(C(C)=O)c2ccccc21 (centres undefined) | 32%
CC(C)(C)C(=O)N1CCC(c2nn(-c3ccc(Cl)cc3)c(=O)[nH]2)CC1 | 3%
Cc1ccc(C(=O)N2C[C@@H](CN3CCOCC3)[C@@H](CO)C2)cc1O | 67%[activator]
Cc1c(C)c2c(OCC(=O)NCC3CCC(C(=O)O)CC3)cc3c(c2oc1=O)CCC(C)(C)O3 (centres undefined) | 2%
CCOC(=O)N1CCN(Cc2nc(-c3ccc(C)s3)oc2C)CC1 | 2%
COc1ccc(-c2nc(C3CC(=O)N(c4ccc(F)cc4)C3)no2)cc1F (centres undefined) | 4%
CCNC(=O)c1cccnc1OC1CCN(C(=O)c2ccc(OC)cc2)C1 (centres undefined) | -2%
Cc1c(-c2cn(C)c(=O)n3cc(COc4ccc(Cl)cc4)nc23)cnn1C | ?
O=C1CC2(CCN(C(=O)c3ccccc3)CC2)Oc2ccccc2N1 | 0%[6.33 µM]
CCN1c2cc(C(=O)N3CCN(C4CCCCC4)CC3)ccc2C(=O)N2CCCCCC21 (centres undefined) | 55%[activator]
CCC(=O)N1CCC(Oc2ccc(NC(=O)NCc3ccccc3)cn2)C1 (centres undefined) | 42%
COc1ccc(-c2ccc3nnc(CNC(=O)C(C)Oc4ccccc4)n3n2)cc1 (centres undefined) | -2%
Cn1cnnc1C1CCN(C(=O)C2CCCN(C(N)=O)C2)CC1 (centres undefined) | ?
COc1ccc(-c2nc(CN3CCC(CO)CC3)c(C)o2)c2ccccc12 | -13%
CCCC(=O)N1CCC(N2CC3CC(C2)[C@H]2CCCC(=O)N2C3)CC1 (some centres undefined) | 4%
COc1cccc(NC(=O)N[C@H]2C[C@@H](C(=O)N[C@H](Cc3ccccc3)C(N)=O)N(C(=O)C=C(C)C)C2)c1 | 23%
Cn1cccc1C(=O)N[C@@H]1CN(c2ncccn2)C[C@H]1CO | -4%
COC(=O)C1CN(Cc2cn(Cc3ccccc3)nn2)CCS(=O)(=O)N1Cc1ccc(Cl)cc1 (centres undefined) | 2%
NC(=O)[C@@H]1CN(C(=O)c2ccccc2F)C[C@H]1COc1ccccc1 | 31%
Cc1ncccc1C(=O)N1CCC2(CCC(=O)N(CC3CC3)CC2)CC1 | 26%
C[C@H]1[C@@H]2[C@@H](O)[C@H]([C@H](C)C(=O)N3CCCCC3)CC[C@@]2(C)CC[C@@H]1NC(=O)c1cncnc1 | -18%
Cc1ccc(C(=O)N2CCC3(CC2)N=C(c2ccc(C)cc2)NO3)cc1 | -10%
C[S+](=O)([O-])N1CCC(Cn2ccc3c(N4CCOCC4)nc(-c4cccnc4)cc32)CC1 | 12%
CC(C)=CC(=O)NCC1CCN(C(=O)C(=O)c2cc3ccccc3o2)CC1 | -16%
O=C1CCN(C(=O)Cc2c[nH]c3ccccc23)CCCCCCN1 | -15%
CN(C)C[C@@H]1CN(S(C)(=O)=O)C[C@H]1NC(=O)Cc1c(F)cccc1Cl | 41%[activator]
O=C1CC(c2ccccc2)N(C(=O)CNC(=O)c2ccncc2)CCCCCN1 (centres undefined) | 12%
COc1cc2c(cc1OC)C(CNC(=O)CC(C)C)N(C(=O)Nc1cccc(F)c1)CC2 (centres undefined) | 16%
CC(C(=O)N1CCc2onc(-c3cccc4ccccc34)c2C1)n1ccnc1 (centres undefined) | 59%[activator]
COCCNC(=O)c1nc(-c2cc(Cl)cc(Cl)c2)c2ccccn12 | -16%&55%
COc1ccc2c(c1)OC(C)CN(CCNC(=O)c1cc3cc(F)ccc3[nH]1)C2 (centres undefined) | 10%
Cc1ccc(N2CC(Cc3ccccc3)N(C(=O)c3ccnn3C)CC2=O)cc1 (centres undefined) | 1%

Later entries.
SMILES | 12-LOX inh
O=c1ncn(Cc2ccccc2)c2ccc(-c3ccc(F)cc3F)nc12 | 66%[activator][176 µM]
O=C1CO[C@H]2CCN(Cc3cccs3)CC[C@@H]2N1c1ccccc1 | -21%[176 µM]
O=C(c1ccc(C(F)(F)F)cc1)N1CCn2c(nn(-c3ccc([N+](=O)[O-])cc3)c2=O)C1 | ?
COc1cccc(C(=O)N2CCC(N3C[C@H](O)C[C@H]3C(=O)Nc3ccc(F)cc3)CC2)c1 | 31%
Cc1ccc(OCC(=O)N2CCCCCC2c2nc(C)no2)cc1 (centres undefined) | 32%
O=C(NCc1ccccc1F)C1c2ccccc2C(=O)N(Cc2ccccc2)C12CCCC2 (centres undefined) | 0%
Cc1ccc2nc([C@H]3CCN(C(=O)Nc4ccccc4)C3)[nH]c2c1 | 39%[activator][176 µM]
CCOc1ccc2c(n1)CCN(C(=O)c1ccc(OC)c(OC)c1)C2 | 23%
Cc1ccccc1C(=O)N1CCc2nc(C3CC3)nc(-c3ccc(O)cc3)c2CC1 | -16%
CCc1noc(-c2cn(C3CCN(C(=O)c4ccc(OC)c(OC)c4)C3)nn2)n1 (centres undefined) | 33%[activator]

Part of the list above in order of number of heavy atoms, lowest first.
SMILES | 12-LOX inh
CCc1noc(-c2cn(C3CCN(C(=O)c4ccc(OC)c(OC)c4)C3)nn2)n1 (centres undefined) | 33%[activator]
Cc1ccccc1C(=O)N1CCc2nc(C3CC3)nc(-c3ccc(O)cc3)c2CC1 | -16%
O=C(c1ccc(C(F)(F)F)cc1)N1CCn2c(nn(-c3ccc([N+](=O)[O-])cc3)c2=O)C1 | ?
O=C(NCc1ccccc1F)C1c2ccccc2C(=O)N(Cc2ccccc2)C12CCCC2 (centres undefined) | 0%

The list goes on.
SMILES | 12-LOX inh
COC(=O)CCN(Cc1cccc(OC)c1OC)S(=O)(=O)c1ccccc1Br | 0%
CC(=O)c1c(C)nn(CC(=O)N[C@H]2CCOC[C@H]2C2CCOCC2)c1C | 18%
C[S+](=O)([O-])c1ccc(-c2cc(C(=O)NCc3ccc(F)cc3)nn3cccc23)cc1 | -1%[6.33 µM]
O=C(CCc1ccccc1)N1CCC(c2noc(-c3cnccn3)n2)C1 (centres undefined) | 8%
CCc1ccc(CNC(=O)C2CCN(C(=O)c3nnn4c3COC(c3ccc(C)cc3)C4)CC2)cc1 (centres undefined) | -6%
COc1ccc(NC(=O)CCC2CCCN(C(=O)C3=C(C)OCCO3)C2)cc1Cl (centres undefined) | 26%
Cc1ccc(C(=O)C2C(=O)C3CCC2C3)cc1 (centres undefined) | -12%
CN1CCC2(C1)CN(CC1CC1)c1ccc(C(=O)NCCOc3ccccc3)cc12 (centres undefined) | 40%[activator][176 µM]
CN(Cc1ccccc1)C(=O)CC1CCNC1 (centres undefined) | 59%[activator]
CC(C)CCN1C(=O)CC[C@]2(C(=O)N3CCN(C)CC3)CCCC[C@@H]12 | ?
O=C(c1cccnc1OC1CCN(S(=O)(=O)c2cccc(F)c2)C1)N1CCOCC1 (centres undefined) | 57%[activator]
Clc1cccc(-c2noc(-c3ncn4c3COC(c3ccccc3Cl)C4)n2)c1 (centres undefined) | -5%
CN(C)C[C@@H]1CN(Cc2cccnc2)C[C@H]1NC(=O)C1CC=CC1 | 75%[activator]
CC(=O)N(C1CC1)C1CCOC2(CCN(C(=O)NCc3ccc(C)cc3)CC2)C1 (centres undefined) | 47%
Cc1noc2c(Nc3ccc(N4CCOCC4)cc3)cc(-c3cccs3)nc12 | ?
C[C@@H]1CN(Cc2nc3c(n2Cc2ccccc2)C(=O)N(Cc2ccccc2F)CCN3)C[C@H](C)O1 | 13%
CN(C)CC1(O)CCC2(CCN(C(=O)CCCc3ccccc3)CC2)CC1 | 36%[activator]
COc1ccc(-c2cc(C(=O)NCCc3cnc[nH]3)c3c(c2)N(C)CCO3)cn1 | 28%[176 µM]
O=C(CCc1nc2ccc(Cl)cc2[nH]1)NCCc1noc(-c2cccnc2)n1 | 13%
CCc1noc([C@@H]2CC(F)(F)CN2)n1 | 16%

Two entries from above, reformatted.
COc1ccc(-c2cc(C(=O)NCCc3cnc[nH]3)c3c(c2)N(C)CCO3)cn1
- 12-LOX inh: 28%[176 µM]
O=C(CCc1nc2ccc(Cl)cc2[nH]1)NCCc1noc(-c2cccnc2)n1
- 12-LOX inh: 13%

(further entries)
SMILES | 12-LOX inh
CN(Cc1ccccn1)C1CCOc2ccccc21 (centres undefined) | 86%[activator][176 µM]
COCCN1C(=O)c2ccccc2C(C(=O)Nc2nc(C(=O)OC)c(C(C)C)s2)C12CCCC2 (centres undefined) | 13%
CCN(CC)CC[C@H]1CN(C(=O)Nc2ccccc2)CC[C@H]1CC(=O)O | ?
COc1ccc(-c2noc(CC3CCN(C(=O)c4ccc(OC)c(OC)c4)CC3)n2)cc1 | 41%[activator]
CC1=NS(=O)(=O)N(Cc2ccc(Cl)cc2)C=C1C(=O)O | -15%
O=C(NCC1CC1)c1c(OCC2CC2)cc(=O)n2c1CCCCC2 | 30%
COc1ccc(C(=O)N2CCCCCCNC(=O)[C@@H]3C[C@@H](c4nc(-c5cccnc5)no4)C[C@@H]32)cc1 | -5%
COc1ccc(OC)c(-c2ccc(O)c(CN3CCc4c([nH]c5ccccc45)C3)c2)c1 | 31%[activator]
CC(C)CN1C(=O)c2cccn2CC1C(=O)N1CCCC1 (centres undefined) | 15%
O=C(Nc1ccc(F)c(Cl)c1)N1CCC(Oc2ncccc2C(=O)N2CCCCC2)C1 (centres undefined) | 34%[activator]

Grouped by structure: the compounds so far with a CF3 group
SMILES | 12-LOX inh
COc1cc(=O)n2c(c1C(=O)Nc1cc(C(F)(F)F)ccc1Cl)CCCC2 | 43%[activator]
O=C(c1ccc(C(F)(F)F)cc1)N1CCn2c(nn(-c3ccc([N+](=O)[O-])cc3)c2=O)C1 | ?

The list goes on:
SMILES | 12-LOX inh
Cc1nn(Cc2ccccc2)c(C)c1[C@@H]1C=C[C@@H](NC(=O)CC2(CC(=O)O)CCCC2)C1 | 13%
Cc1cn2cc(C(=O)N(CCCn3ccnc3)Cc3cccnc3)ccc2n1 | 27%
Nc1[nH]c(C(=O)c2ccccc2)c(-c2ccc3ccccc3c2)c1C(=O)NCc1ccc(-c2ccccc2)cc1 | 0%
COc1ccc(C(=O)N2C[C@@H](Oc3cccnc3)C[C@H]2C(N)=O)c(OC)c1 | 1%
COc1cccc(C(=O)Nc2cccc(-c3nnc4n3CCCC4)c2)c1OC | -5%

Source: PubChem (National Center for Advancing Translational Sciences (NCATS))
